ASAP1 GAP inh = blocks human ASAP1-stimulated Arf1 GTP hydrolysis. GDP FP detection. actives 0.19% (n = 360,000). inhibition, % at 16.5 µM. Q9ULH1; in the data active means inhibition above about 25%;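 further: 0% = vehicle with enzyme and substrate and 100% = no enzyme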
NR1D1 modulator = Rev-erb alpha (human) modulation; P20393; Rev-erbα–FITC-DNA binding, fluorescence polarization, 90 min; activity, % at 10 µM; actives 0.79% (n = 370,000);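 active means activity above about 14%, limit read from the data; passing the limit was not always enough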;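 further: 0% = DMSO wells with 35 nM protein and 100% = DMSO wells with 750 nM protein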
rCAG binder = binds r(CAG) RNA repeats. r(CAG) RNA repeat, TO-PRO-1 dye displacement fluorescence. inhibition, % at 3 µM. actives 1.3% (n = 370,000). AID 651821;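 active means inhibition above the plate cutoff, the mean of all test compounds on that plate plus 3 SD, cut at about 35% in these data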;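 further: 0% = DMSO alone and 100% = 100 µM mitoxantrone as full dye displacement; higher means more dye released from RNA so lower well fluorescence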
GC-A act = GC-A (human) enzyme activation; activation, % at 10 µM; HEK293 GC-A cells, cGMP TR-FRET, EC30 ANP; 0% at EC30 ANP, 100% saturating ANP; P16066; actives 0.14% (n = 370,000); in the data active means activation above about 40%
Target sequence (P16066 whole entry, looked up): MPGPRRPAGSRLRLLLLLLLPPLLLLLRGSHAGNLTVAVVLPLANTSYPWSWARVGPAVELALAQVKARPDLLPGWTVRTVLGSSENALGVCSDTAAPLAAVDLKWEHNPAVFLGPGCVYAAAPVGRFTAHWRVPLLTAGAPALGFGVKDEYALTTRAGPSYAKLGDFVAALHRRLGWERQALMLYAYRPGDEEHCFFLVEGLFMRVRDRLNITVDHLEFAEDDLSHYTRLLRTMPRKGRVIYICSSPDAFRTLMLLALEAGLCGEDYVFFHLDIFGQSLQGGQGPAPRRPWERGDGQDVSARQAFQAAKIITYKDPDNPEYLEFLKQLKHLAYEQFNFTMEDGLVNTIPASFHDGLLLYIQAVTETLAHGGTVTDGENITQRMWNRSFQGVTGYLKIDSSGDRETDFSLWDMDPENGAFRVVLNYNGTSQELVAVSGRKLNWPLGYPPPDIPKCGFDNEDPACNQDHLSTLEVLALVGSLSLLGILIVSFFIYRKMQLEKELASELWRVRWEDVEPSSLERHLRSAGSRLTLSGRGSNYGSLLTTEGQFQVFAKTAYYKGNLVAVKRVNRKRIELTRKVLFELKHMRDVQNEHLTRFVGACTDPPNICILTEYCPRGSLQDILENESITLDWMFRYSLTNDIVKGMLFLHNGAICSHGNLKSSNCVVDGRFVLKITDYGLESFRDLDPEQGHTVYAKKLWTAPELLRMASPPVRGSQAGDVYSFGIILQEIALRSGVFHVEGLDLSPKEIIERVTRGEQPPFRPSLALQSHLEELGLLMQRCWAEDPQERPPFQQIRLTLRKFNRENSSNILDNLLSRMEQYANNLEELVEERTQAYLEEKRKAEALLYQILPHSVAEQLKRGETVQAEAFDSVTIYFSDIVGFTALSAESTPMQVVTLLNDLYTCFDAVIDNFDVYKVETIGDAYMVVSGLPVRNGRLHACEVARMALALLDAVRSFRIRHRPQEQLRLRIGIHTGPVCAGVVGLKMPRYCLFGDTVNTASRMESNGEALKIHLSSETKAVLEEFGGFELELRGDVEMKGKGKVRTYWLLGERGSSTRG
PG9 Ab binder = binds the HIV-1 gp120 antibody PG9; inhibition, % at 6.7 µM; AID 624416; actives 0.43% (n = 360,000); TR-FRET gp120-PG9 antibody binding; in the data active means inhibition above about 8.5%
SMARCA2 act = increases SMARCA2 function in MMTV reporter cells. MG213 cells, MMTV-luciferase reporter, dexamethasone, overnight. activation, % at 9.1 µM. actives 1% (n = 370,000); in the data active means activation above about 7.8%;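 further: 0% = vehicle wells and 100% = reference activator wells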
NPR2 activator = GC-B (human) receptor activation; P20594; actives 0.11% (n = 370,000); AID 1920062; activation, % at 10 µM; HEK293-GC-B cells, CNP EC30, cGMP TR-FRET; 0% at EC30 CNP, 100% saturating CNP;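 active means activation at 10 µM reaching about 35% in either raw or pattern-adjusted values, limit read from the data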
ARFGAP1 inhibitor = inhibitors of rat ARFGAP1. Arfgap1-stimulated ARF1 GTP hydrolysis, GDP FP detection. inhibition, % at 16.5 µM. actives 0.26% (n = 360,000);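 active means inhibition above a per-plate limit, mean inhibition of low control wells plus 3 SD, cut at about 25% in these data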;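 further: 0% = DMSO wells with enzyme and 100% = wells lacking Arfgap1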
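System: truncated rat Arfgap1 GAP domain / Benchmarks: high control wells lacking Arfgap1, low control full reaction with DMSO / Times: compound-enzyme preincubation 20 min, reaction 120 min, detection 60 min, 25 °C / Repeats: one replicate per compound / Also added: human ARF1(Δ1-17)-GTP substrate / Measured by: Tracer-displacement fluorescence polarization with EDTA stop, 620/688 nm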
mABHD4 FP = inhibitors of mouse ABHD4 | inhibition, % at 8.92 µM | actives 0.54% (n = 370,000) | purified mABHD4, FP-Rh probe fluorescence polarization | Q8VD66 | AID 720543;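 active means inhibition exceeding the mean over every tested compound plus 3 SD, cut at about 30% in these data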;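 further: 0% = plate median of compound wells and 100% = S159A mutant with DMSO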
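Assay system: mABHD4 protein; medium: HEPES pH 7.0, NaCl, Pluronic buffer; dosing: 8.92 µM, single dose; schedule: 45 min + 60 min at 25 °C; signal: FP readout, ex 525 nm / em 598 nm; read-out: normalized percent inhibition of probe labeling; repeats: single replicate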
HTRA1 inh = HTRA1 (human) protease inhibition. recombinant HTRA1, FP-rhodamine activity-based probe, fluorescence polarization. inhibition, % at 5.96 µM. actives 0.5% (n = 340,000). AID 504803; in the data active means inhibition above about 36%;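 further: 0% = enzyme with DMSO and 100% = wells lacking enzyme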
* = called active by the depositor; · = no result given.

SMILES	ASAP1 GAP inh	NR1D1 modulator	rCAG binder	GC-A act	PG9 Ab binder	SMARCA2 act	NPR2 activator	ARFGAP1 inhibitor	mABHD4 FP	HTRA1 inh
CCS(=O)(=O)N1Cc2ccccc2CC1C(=O)Nc1ccc(OC)cc1OC (centres undefined)	-16	4	4	-7	1.4	-1	-2	10	1	-6
COc1cc2c(cc1OC)C(NC(=O)c1ccc(C)cc1)CC2=O (centres undefined)	-21	2	-3	-1	-3.0	1	0	-3	3	3
CCOc1ccc(N2C(=O)CC(N(CCc3ccc(OC)c(OC)c3)C(=O)/C=C/C(=O)O)C2=O)cc1 (centres undefined)	5	4	5	-2	-0.1	-4	-4	-4	9	9
CC(=O)Nc1ccc(Nc2cc(N(C)C)c3nonc3c2[N+](=O)[O-])cc1	2	-3	3	7	-0.2	0	-2	3	-3	2
COc1ccccc1CNC(=O)CCCNS(=O)(=O)c1cccc2nsnc12	-2	-1	0	-3	-1.1	-4	-2	-9	-8	-2
Cc1nc2nc[nH]n2c(=O)c1C/C=C/c1ccccc1	-7	0	-1	0	-1.6	6	0	10	2	3
CC(=O)c1cccc(OCC(=O)N(C)CC(=O)NCc2ccco2)c1	-7	1	26	1	0.1	0	3	-1	12	7
Cc1nc2ccccc2cc1C(=O)N/N=C/c1ccco1	6	-4	-1	0	-2.0	0	-1	9	2	-1
Clc1ccc(Oc2nc(N3CCOCC3)nc(N3CCOCC3)n2)c(C2CCCCC2)c1	9	4	-2	2	0.3	1	2	-4	3	-1
Cc1ccc(-c2nc(CS(=O)CC(=O)NC3CCC(C)CC3)c(C)o2)cc1 (centres undefined)	1	3	0	0	-1.4	-2	0	-8	7	-5
Cc1nnsc1-c1onc(C)c1C(=O)O/N=C/c1ccc(Cl)cc1	9	6	-1	5	-1.0	-6	-2	4	6	-8
Clc1c(-c2ccccc2)nc2ccccn12	0	-2	0	-5	-1.4	1	-4	-3	4	-14

Looked up one by one from the entries so far (5):
SMILES	ASAP1 GAP inh	NR1D1 modulator	rCAG binder	GC-A act	PG9 Ab binder	SMARCA2 act	NPR2 activator	ARFGAP1 inhibitor	mABHD4 FP	HTRA1 inh
CC(=O)c1cccc(OCC(=O)N(C)CC(=O)NCc2ccco2)c1	-7	1	26	1	0.1	0	3	-1	12	7
Clc1ccc(Oc2nc(N3CCOCC3)nc(N3CCOCC3)n2)c(C2CCCCC2)c1	9	4	-2	2	0.3	1	2	-4	3	-1
Cc1nnsc1-c1onc(C)c1C(=O)O/N=C/c1ccc(Cl)cc1	9	6	-1	5	-1.0	-6	-2	4	6	-8
COc1ccccc1CNC(=O)CCCNS(=O)(=O)c1cccc2nsnc12	-2	-1	0	-3	-1.1	-4	-2	-9	-8	-2
CC(=O)Nc1ccc(Nc2cc(N(C)C)c3nonc3c2[N+](=O)[O-])cc1	2	-3	3	7	-0.2	0	-2	3	-3	2

Next compounds follow:
SMILES	ASAP1 GAP inh	NR1D1 modulator	rCAG binder	GC-A act	PG9 Ab binder	SMARCA2 act	NPR2 activator	ARFGAP1 inhibitor	mABHD4 FP	HTRA1 inh
O=C(Nc1ccc(Br)cc1)C1CCC(=O)N1Cc1ccccc1Cl (centres undefined)	3	-3	0	-10	-1.4	0	-6	-2	-4	-13
CCOC(=O)C1CCCN(Cc2nc(N)nc(Nc3ccc(OC)cc3)n2)C1 (centres undefined)	9	3	-5	-4	-0.8	-5	0	-6	0	4
Cc1nn(C)c(C)c1CN(C(=O)C1CCC(=O)N(C2CCCCCC2)C1)C(C)C (centres undefined)	-2	5	-5	3	-1.4	-1	-1	-10	-1	1
Cc1c(/C=N\NC(=O)C2(C)CC2(Cl)Cl)cnn1C (centres undefined)	9	0	2	3	-1.7	2	3	1	0	1
O=C(NCCc1ccccc1)Nc1nnc([C@H]2C[C@H](O)[C@@H](CO)O2)s1	6	-2	2	4	0.4	-4	-7	2	-2	·
COc1cc(/C=C(\C#N)C(=O)NCC2CCCO2)cc(OC)c1OC (centres undefined)	0	2	-6	9	-0.9	2	6	-4	-7	-3
COc1ccc(CNC(=O)Cn2nc([N+](=O)[O-])cc2C)cc1	-8	-4	0	-4	-0.2	0	0	-4	3	4
Nc1ncnc2c1ncn2CCOc1ccccc1	-10	1	-3	-1	-0.1	0	2	-8	11	3
Cc1cc(C)c(C)c(S(=O)(=O)Nc2cccc(S(=O)(=O)Nc3ccccc3C(=O)O)c2)c1C	1	0	78*	4	2.2	1	4	1	-27	-41
COC(=O)c1cccc(NC(=O)COc2cccc([N+](=O)[O-])c2)c1	7	-6	0	10	-0.7	3	-3	4	-4	-5
CCCCC(=O)Nc1ccc(S(=O)(=O)N2CCCCC2c2cccnc2)cc1 (centres undefined)	-4	7	-6	1	-1.9	3	-7	6	1	-3
COc1ccccc1CNC(=O)C1CCN(S(=O)(=O)c2cccc([N+](=O)[O-])c2)CC1	11	-2	7	0	-1.4	-3	4	-1	-7	-6
CC1CCN(C(=O)c2ncn(C)c2C(=O)N2CCC(C)CC2)CC1	-13	-8	1	-4	1.4	2	-1	-4	-11	4
CCOC(=O)C1=C(CS(=O)(=O)c2ccc(F)cc2)NC(=O)NC1c1ccc(O)c(O)c1 (centres undefined)	-5	-5	1	1	0.0	-1	0	6	10	48*
CCCCNC(=O)C1C(c2ccc(OC)cc2)=Nc2ccccc2N1C(=O)Cc1cc(OC)cc(OC)c1 (centres undefined)	-4	8	3	-6	-2.5	-3	-6	-4	0	·
O=C(NN=C1CCCC1)c1ccccc1OCc1ccc(Cl)cc1	-3	1	3	-32	2.7	-3	-11	13	3	-14
CCCNC(=O)Cn1c(=O)oc2cc(S(=O)(=O)N3CCCC3)ccc21	0	3	2	0	0.9	0	6	4	-8	0
O=C(NCCN1CCOCC1)C1CCN(S(=O)(=O)c2ccccc2)CC1	-2	2	1	3	-0.4	-2	-2	-9	-1	4
CC(C)(C)C(=O)Nc1nnc(-c2ccncc2)o1	-2	5	1	1	0.6	0	-5	2	-2	3
Cc1cccc(C)c1NC(=O)CCn1cnc2ccccc2c1=O	-4	3	-2	3	-0.9	-1	2	2	2	-1
CC1Sc2ccc(S(=O)(=O)CCC(=O)N3CCN(c4cccc(Cl)c4)CC3)cc2NC1=O (centres undefined)	-5	1	0	-18	-0.9	-6	-3	8	6	-12
CCN(CC)c1nc(Nc2ccc([N+](=O)[O-])cc2)nc(N(CC)CC)n1	-4	0	5	-5	-1.8	-1	-9	6	-10	-5
CCOC(=O)c1cccc(NC(=O)c2ccccc2C)c1	-8	8	-7	2	0.1	3	-1	-6	0	-3
O=C(Cc1ccccc1)NC1CCN(Cc2ccccc2)CC1	10	2	-4	-1	0.9	-3	4	10	0	-9
Cc1cc(C)c(C#N)c(Nc2ccccc2C)n1	3	-3	-2	-3	-2.0	-2	0	2	-2	2
c1ccc(Cc2nnc3sc(-c4ccco4)nn23)cc1	2	-5	19	-2	0.1	0	0	-5	12	9
Cn1c(Nc2ccccc2)nc2ccccc21	-8	-1	-3	-2	1.9	0	0	-8	0	-1
COc1cccc(OC)c1NC(=O)CN1CCC(NC(=O)c2cccc(F)c2)CC1	1	3	-7	2	0.0	1	-7	-2	-3	-2
O=C(N/N=C/c1cc2c(c([N+](=O)[O-])c1)OCO2)c1ccncc1	-4	8	8	-4	-1.4	3	4	7	10	6
CCOC(=O)c1ccccc1NS(=O)(=O)c1c(C)nc2sccn2c1=O	7	4	2	-3	2.8	-2	2	0	2	-4
CCC1(c2ccccc2)NC(=O)N(CC(=O)NC2CCCCCC2)C1=O (centres undefined)	2	-1	-1	3	0.7	-1	4	-15	-2	-4
CC(C)(C)c1cc(Cl)ccc1OCCn1ccnc1	16	11	-6	-4	0.1	-3	-1	-1	14	-1
Cc1ccc2cccc(O)c2[n+]1[O-]	-4	5	0	3	-1.1	-1	2	12	10	3
CCOc1ccc(CN(C)C(=O)[C@H](C)NC(=O)c2ccco2)cc1OC	5	0	-2	0	-2.0	0	-1	0	-2	9
Cc1cc(C)n(CC(=O)NC2CCCCC2)n1	1	5	0	-8	0.2	-2	0	-1	-3	10
CCOC(=O)C1(Cc2cccc(Cl)c2)CCCN(C(=O)c2c(CC)noc2C)C1 (centres undefined)	-12	-1	-9	-4	-1.0	1	-2	7	-8	1
COCCNCCCCOc1c(Cl)cc(C)cc1Br	5	-3	1	1	-1.7	-1	-5	3	6	1
CC(Sc1ccccc1)C(=O)N/N=C/c1ccccc1 (centres undefined)	-20	6	0	-4	-2.4	-1	3	-2	-2	3
CC1CC(C)CN(CCCNC(=O)c2ccc3c(c2)ncn3C2CCCC2)C1 (centres undefined)	1	-4	-4	-1	-2.2	1	4	3	-4	4
Cc1ccccc1OCCOC(=O)c1ccc(S(=O)(=O)N2CCCC2)cc1	-12	-3	4	-1	-1.0	-3	2	3	-4	-20
CCOC(=O)c1ccc(Nc2nc(C(=O)OCC)nc3ccccc23)cc1	13	0	1	7	-0.6	1	8	-3	-30	-54
CCC1(c2ccccc2)NC(=O)N(CC(=O)Nc2ccc(Cl)c(S(=O)(=O)N3CCCCC3)c2)C1=O (centres undefined)	-2	-1	5	6	1.2	-3	3	4	-20	-30
CCOc1cc(C(=O)CCC(=O)OCC(=O)NC(=O)NCC(C)C)ccc1O	-2	2	-9	-2	-0.2	-4	-10	-12	5	13
CCN(C(=O)CSc1nnc(C(C)N(C)C)n1-c1ccc(F)cc1)C1CCS(=O)(=O)C1 (centres undefined)	-3	7	4	1	-1.9	-3	4	-1	1	-3
COc1ccc(NC(=S)Nc2ccc(S(=O)(=O)N3CCCCC3)cc2)cc1	11	-7	4	1	0.6	-3	1	-10	2	3
Cn1c(N)c(C(=O)CSc2nnc(C3CC3)n2-c2ccccc2)c(=O)[nH]c1=O	2	-12	4	0	-0.7	2	6	6	0	13
CSc1nc(O)c(C(c2ccc(F)cc2)c2c(O)nc(SC)[nH]c2=O)c(=O)[nH]1	1	2	0	-1	0.4	-3	4	4	4	·
CCOC(=O)CSc1nnc(CNC(=O)c2cccc(C)c2)n1C	2	3	-2	6	-1.3	-1	-3	-1	-1	4
OCCCNc1ncnc2c1ncn2[C@H]1CN(Cc2ccco2)C[C@@H](CO)O1	0	-9	1	4	0.7	-3	1	5	4	·
CCN(CC(=O)Nc1c(F)cccc1F)C(=O)CCSc1ccc(F)cc1	2	-2	-5	-3	-3.0	4	3	-4	1	0
O=C(CN1CCCCC1)NC(=O)NC1CCCCC1	1	8	0	3	0.1	-1	6	7	-4	4
CN1c2ccccc2Sc2cc(N)ccc21	-4	5	5	-6	1.4	-2	-2	-2	37*	23
Cc1cccc(N2CCN(C(=O)CCNS(=O)(=O)c3ccc4c(c3)oc(=O)n4C)CC2C)c1 (centres undefined)	7	-1	6	1	1.1	-1	-2	2	-6	8
C=CCNC(=O)CN(C(=O)c1ccncn1)c1cccc(Br)c1	·	1	1	-3	·	1	-10	·	3	·
O=C(CCSc1nnc(-c2ccncc2)o1)Nc1ccccc1Cl	-2	-7	-3	-18	1.6	-2	-16	29*	7	7

Bioassay records (PubChem)
